Bioassay records: PubChem, several laboratories
Dynein transport = inhibitors of GR-EGFP nuclear translocation, primary screen, dynein cargo transport inhibitor project, imaging, high-content, 3617.4 mouse cells; z-score, hits read low; test concentration mostly 20 µM; stimulated with dexamethasone, 1 µM; active compounds read low; hit rate 0.47% among 220,000;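 active = plate z-score of nuclear minus cytoplasmic receptor signal below a set negative limit, without overly bright fluorescence or cell loss, cut at about -3.5 in these data, passing the limit was not always enough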;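 note: z-score of nuclear minus cytoplasmic ring GR-EGFP intensity difference per well; some compounds called inactive have numbers as strong as hits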
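Schedule: 48 h induction, then 1 h compound, then 30 min agonist, 37 °C. Buffer or medium: tetracycline-free induction medium containing charcoal-stripped FBS. Reagent: 1.0 µM final dexamethasone stimulus. Evaluation: nuclear versus cytoplasmic GR-EGFP signal, averaged per well. Signal: high-content fluorescence imaging after fixation.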
Insulin prom up = insulin promoter activators in MIN6 cells, imaging, high-content screening, mouse beta cells | MIN6 insulin promoter-GFP reporter; active compounds read high | z-score at 5 µM | hit rate 0.3% among 190,000;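 active = z-score above 3 at 5 µM with at least 500 cells counted in the well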
Salmonella PhoP GFP = inhibitors of PhoP regulon expression, primary screen, Salmonella Typhimurium, GFP reporter (AID 1863) | inhibition, % at 50 µM, or IC50 in µM where a hit was titrated | hit rate 0.16% among 300,000 | S. Typhimurium PhoP-regulated promoter GFP reporter, 4 h; higher % means a stronger effect;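 active = inhibition over 29.93%, a cutoff 3 SD above the screen mean, later confirmed by dose response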;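 note: 0% = low Mg2+ inducing control and 100% = high Mg2+ repressing control; strong numbers were not always called active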
bCat nuc transl = modulators of beta-catenin nuclear translocation, primary screen, imaging, HeLa cells, immunofluorescence, high-content; nuclear translocation activity, % at 5 µM; AID 1665, 2009; hit rate 0.3% among 190,000;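 active = nuclear translocation activity above 50% at 5 µM, with a well cell count of 50 or more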;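 note: per-cell ratio of nuclear to cytoplasmic median beta-catenin stain intensity; plate controls were DMSO negative control for no effect and GSK-3 inhibitor IX positive control for full effect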
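Test system: human HeLa cells, native beta-catenin. Compound dosing: 5 µM primary single dose, 0.1% DMSO, 0.02–20 µM confirmation series. Incubation: compound exposure 24 h at 37°C. Detection: beta-catenin immunostaining with DAPI counterstain, 20x imaging, 6 fields/well. Read-out basis: Nuclear/cytoplasmic beta-catenin signal ratio, % activation.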
ER stress rescue = rescue of cells from ER stress-induced death, primary screen, 384-well, CSM14.1, thapsigargin, ATP luminescence (AID 1222); cellular ATP content (survival), % at 20 µM, or EC50 in µM where a hit was titrated; CSM14.1 thapsigargin-induced death rescue, ATP luminescence; higher % means a stronger effect; 190,000 tested, under 10 active;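 active = EC50 below 50 µM in the dose-response confirmation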;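 note: death triggered by thapsigargin at about 15 µM added after 2 h compound pretreatment; cell ATP read after overnight thapsigargin exposure of roughly 18 to 22 hours; normalized against plate controls of thapsigargin alone and 5% DMSO vehicle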
MT stabilize HCS = microtubule stabilizers in HeLa cells, primary screen, imaging, high-content imaging; HeLa tubulin immunostaining HCS, 24 h; share of cells brighter than vehicle mean+2SD; % tubulin-high responders, % at 10 µM; hit rate 0.83% among 200,000; AID 2205, 2009;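 active = plate Z-score above 3 for both tubulin-high and condensed-nucleus cell shares, with cell loss under 80%, at 10 µM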;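 note: anti alpha tubulin signal scored within the nucleus-defined area of each cell; some results filed as inactive read as strong as hits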
Lipid droplet = inhibitors of hepatocyte lipid droplet formation, primary screen, imaging, high-throughput imaging, BODIPY stain. AML12 mouse hepatocytes, oleate lipid droplets. inhibition, % at 6.5 µM. hit rate 0.4% among 240,000;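 active = lipid droplet intensity inhibited by at least 50%, with more than 500 cells counted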
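Test system: AML12 mouse liver cells; schedule: overnight exposure; technique: high-content imaging of BODIPY-stained droplets and DAPI nuclei; read-out: % inhibition of corrected integrated BODIPY droplet signal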
T cell HTS = modulators of CD8 T cell-vesicle binding, primary screen, mouse 2C CD8+ T cells, flow cytometry; AID 2052, 2009; calls only at 7 µM; 2C CD8+ T cell-vesicle binding; active compounds read low; hit rate 0.068% among 330,000;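 active = response, share of CD8 T cells binding vesicles, and their 90th percentile fluorescence all below set limits, cut at about 80% in these data, passing the limit was not always enough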
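material = purified 2C TCR transgenic mouse naive CD8+ T cells | controls = Unloaded micro-vesicles (low), QL9 vesicles with 0.7% DMSO (high) | detection = cytometric PE anti-B7-1 and Alexa647 anti-CD8 signals after 1% paraformaldehyde fixation | incubation = binding step 1.5 h, 37 °C, antibody labelling 20 min, ice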
Autophagy HCS = autophagy modulators in MEF cells, primary screen, imaging, high-content, MEF GFP-LC3 | MEF GFP-LC3 puncta imaging; test concentration mostly 10 µM | calls only at 10 µM (by protocol) | hit rate 0.98% among 190,000;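 active = percentage of spot-positive cells more than 3 SD above its plate mean, without a fluorescence outlier flag or 80% toxicity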;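 note: spot-positive cell cutoff set from DMSO-treated cells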
Dynein transport cytoplasmic EGFP = recorded beside Dynein transport, whose call it bears; z-score; measured here: cytoplasmic GR-EGFP intensity; active compounds read high
Dynein transport nuclear GR-EGFP = recorded beside Dynein transport, whose call it bears; z-score; measured here: nuclear GR-EGFP intensity;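 lower value marks the stronger effect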
Dynein transport cell count = second read-out of Dynein transport, no call of its own (marks repeat the call); z-score; measured here: cell count per field
Insulin prom up cell count = also measured in Insulin prom up; calls as there; cell count; measured here: cytotoxicity, nuclei count;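 total cells summed across four imaged fields per well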
Lipid droplet cells 6.5 µM = further read-out of Lipid droplet, marked with its call; cell count; measured here: cell count, cytotoxicity flag;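 cells counted across two imaged fields per well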
bCat nuc transl cell count 5 µM = also measured in bCat nuc transl; calls as there; cell count; measured here: cell count, cytotoxicity flag
T cell HTS vesicle-bound % = further read-out of T cell HTS, marked with its call; double positive events, %; measured here: CD8+ vesicle-bound cell fraction;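 binding gate set so that unloaded-vesicle control wells show 10% double positive cells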
MT stabilize HCS Hoechst-high % = second read-out of MT stabilize HCS, no call of its own (marks repeat the call); % Hoechst-high responders; measured here: nuclear condensation Hoechst responders;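 share of cells brighter than vehicle mean plus two SD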
MT stabilize HCS cytotoxicity % = further read-out of MT stabilize HCS, marked with its call; toxicity, %; measured here: cytotoxicity by cell density;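 0% = mean cell density of plate MIN control wells and 100% = no cells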
Autophagy HCS cell loss 18 h = also measured in Autophagy HCS; calls as there; toxicity, %; measured here: cell loss, nuclei count;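 cell loss after 18 h compound exposure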
* hit, by the source's call; i = inactive; x = no result given.

SMILES	Dynein transport	Dynein transport cytoplasmic EGFP	Dynein transport nuclear GR-EGFP	Dynein transport cell count	Insulin prom up	Insulin prom up cell count	Salmonella PhoP GFP	bCat nuc transl	bCat nuc transl cell count 5 µM	ER stress rescue	MT stabilize HCS	MT stabilize HCS Hoechst-high %	MT stabilize HCS cytotoxicity %	Lipid droplet	Lipid droplet cells 6.5 µM	T cell HTS	T cell HTS vesicle-bound %	Autophagy HCS	Autophagy HCS cell loss 18 h
O=C(NC(Cc1ccccc1)C(=O)O)/C(=C\c1ccco1)NC(=O)c1ccccc1Br (stereo unspecified)	0.139	-0.205	0.126	0.872	-0.28	1270	-16.4%	2.8	1086	-2.7%	2.9	2.4	7.3	-4.5	650	i	37.7	i	-8.9
CCN(CC)CCCC(C)NC1=NCCCCC1 (stereo unspecified)	-0.306	-0.219	0.0112	0.059	0.32	1163	-7.4%	-3.5	1020	2.8%	1.8	2.0	8.7	x	x	i	43.2	i	-13.9
CCOc1ccc(NC(=O)C2CC(=O)N(C)C(=Nc3ccc4c(c3)OCO4)S2)cc1 (stereo unspecified)	0.973	-0.188	0.431	-0.711	1.36	1195	-8.3%	-0.2	790	-0.3%	1.1	1.9	13.6	x	x	i	17.2	i	-1.8
Cc1cc2oc(=O)cc(CSc3nc(N)cc(N)n3)c2cc1C(C)C	-0.352	-0.334	0.0112	0.641	0.78	877	10.3%	x	x	1.1%	2.3	1.7	5.7	13.7	767	i	16.3	i	-7.7
COc1ccccc1-c1noc(CSc2nc(N)cc(=O)[nH]2)n1	-1.18	-0.329	-0.798	1.63	1.44	1422	-8.5%	3.2	860	0.9%	1.8	1.6	7.5	-31.9	685	i	57.9	i	-1.2
COc1ccc(OCC(=O)OC(C)CN2CCOCC2)cc1 (stereo unspecified)	1.06	-0.169	0.532	-0.356	0.7	1240	-4.3%	-2.8	488	-1.3%	3.4	1.6	4.3	-1.5	742	i	36.1	i	2.5
CCCCN1C2=NCCCN2c2cc(C)c(C)cc21	3.61	0.0399	2.01	-2.33	-0.59	926	0.9%	-4.5	1418	-0.6%	1.8	1.6	7.6	x	x	i	8.8	i	-0.4
NC(=S)N/N=C/c1coc2ccc(Br)cc2c1=O	-0.357	-0.116	0.714	-1.17	-0.4	1141	-9.3%	1.0	1305	x	x	x	x	-17.2	762	i	28.3	x	x
CC(/C=N/NC(=O)Cc1cccs1)=C\c1ccccc1	0.415	-0.226	0.0673	-0.626	-0.04	1355	10.8%	2.7	488	-8.8%	3.3	2.2	2.9	4.3	630	i	39.2	i	12.2
COc1cc(Br)cc(C2C3=C(CCCC3=O)N(c3ccc(F)cc3)C3=C2C(=O)CCC3)c1O	-0.043	-0.302	-0.222	0.369	-0.89	1370	-4.7%	4.8	950	3.0%	3.7	2.5	1.8	0.0	684	i	32.3	i	-17.4
Cc1ccc(NC(=O)c2ccc(Nc3ccccc3F)nc2)cc1	0.662	-0.272	0.463	0.0799	-0.45	1456	-5.2%	-2.3	949	-1.8%	3.5	3.1	7.7	19.2	667	i	60.9	i	-5.2
Cc1cccc(N2CCN(C(=O)C(Cc3ccccc3)n3cccc3)CC2)c1C (stereo unspecified)	-0.359	-0.171	-0.16	-0.0701	-0.36	2048	6.8%	-2.0	1137	-1.5%	6.7	1.7	0.2	-25.2	578	i	16.5	x	x
COc1cc(C[C@H](C)[C@H](C)Cc2ccc3c(c2)OCO3)ccc1O	-0.00925	-0.775	0.0219	0.0588	x	x	-7.2%	0.9	1128	x	x	x	x	-4.7	661	i	40.2	x	x
CCNS(=O)(=O)c1ccc2nc(NC(=O)/C=C/c3cc(OC)c(OC)c(OC)c3)sc2c1	-0.656	-0.3	-0.706	0.777	-0.51	1253	-8.9%	0.0	904	-2.5%	5.5	3.3	1.2	-5.8	503	i	40.7	i	4.5
NS(=O)(=O)c1cc(C(=O)NCCOc2ccccc2)c(Cl)cc1Cl	-0.519	-0.32	-0.395	0.453	-0.06	1165	3.4%	2.0	436	-0.9%	4.4	3.6	7.7	-4.0	684	i	45.5	i	-2.4
CCOC(=O)C1=NN(c2ccccc2)C2C(=O)N(c3ccccc3OC)C(=O)C12 (stereo unspecified)	0.425	-0.277	0.155	-0.248	0.14	1448	1.5%	1.8	1035	x	x	x	x	-5.0	674	i	25.3	x	x
CCN1CCN(C(c2cccs2)C(C)NC(=O)NC2CCCCC2)CC1 (stereo unspecified)	-0.337	-0.262	-0.194	0.416	x	x	3.6%	1.7	1104	x	2.9	2.9	6.5	9.6	561	i	28.9	i	6.7
Cc1nn(Cc2ccc(C(=O)NC3CCCCC3)o2)c(C)c1Br	0.369	-0.218	0.583	-0.051	-1	891	-10.8%	-2.1	1152	-0.3%	4.2	3.3	8.0	-105.7	593	i	60.0	i	-9.3
Cc1cc(N2CCCCCC2)nc2ccccc12	0.234	-0.208	0.644	0.414	1.29	1208	21.9%	-2.6	1521	-1.9%	2.6	1.6	4.0	x	x	i	46.9	i	4.6
Cc1ccc(S(=O)(=O)NC(CC(C)C)C(=O)Oc2ccc3c4c(c(=O)oc3c2)CCC4)cc1 (stereo unspecified)	-0.0237	-0.0919	0.341	-1.1	x	x	2.4%	x	x	1.5%	2.3	1.8	4.7	x	x	i	14.0	i	8.9
CC1(C)OC(=O)C(=NNc2ccc(Cl)cc2)C(=O)O1	-1.39	-0.248	-0.0605	0.569	x	x	-1.4%	9.5	917	2.5%	1.5	1.9	1.3	-2.3	778	i	26.1	i	-0.7
Cc1ccc2[nH]c(-c3ccccc3)c(CN3CCCC3)c(=O)c2c1	2.35	-0.291	1.56	-1.2	-0.48	1455	-4.9%	-1.1	937	-2.0%	5.5	2.0	2.5	-2.3	724	i	35.1	i	42.6
O=C(CSc1nnc(C2CC2)n1-c1ccccc1)NCCc1ccccc1	0.252	-0.196	0.172	0.000664	-0.11	1026	-2.5%	x	x	-0.4%	2.9	1.1	5.7	12.6	794	i	7.9	i	-4.0
COc1ccc(NS(=O)(=O)c2ccc3nc(COc4ccc(Cl)c(C)c4)[nH]c3c2)cc1	0.181	-0.217	-0.112	0.134	-0.95	1431	23.0%	0.4	1168	1.2%	4.5	2.3	4.4	-4.7	616	i	36.5	i	8.8
N/C(=N\OC(=O)COc1ccc(Br)cc1Cl)c1ccncc1	-0.521	-0.325	-0.63	0.834	0.05	1386	-1.0%	-2.5	1015	-6.4%	1.2	2.5	4.7	11.2	685	i	40.2	i	-3.3
CC1CCCCC1NC(=O)COC(=O)c1ccccc1NC(=O)c1ccco1 (stereo unspecified)	-0.241	-0.171	0.0784	0.00898	x	x	-7.1%	x	x	0.3%	0.2	1.0	8.7	15.4	825	i	44.0	i	9.4
COc1cc2[nH]c(=S)nc(Nc3ccc(NC(C)=O)cc3)c2cc1OC	-0.125	-0.319	-0.334	-0.227	0.24	1606	0.2%	-6.0	1128	-0.9%	6.1	1.5	1.3	0.7	715	i	59.3	i	0.8
Cc1nnc(SCc2cccs2)[nH]c1=O	-0.553	-0.234	0.164	-0.329	0.09	1147	-8.9%	-8.0	1148	1.2%	1.8	3.0	25.8	6.7	737	i	39.7	i	0.4
O=c1oc2ccccc2cc1-c1csc(NN=C2CCCC2)n1	-0.735	0.474	0.0238	0.458	x	x	5.3%	-2.4	1176	-0.3%	5.1	0.8	6.3	-2.2	659	i	51.1	i	-1.8
CN1CCN(S(=O)(=O)c2ccc(Sc3nnc(-c4cccs4)n3-c3ccccc3)nc2)CC1	-0.392	-0.187	0.171	0.522	-0.37	1260	11.0%	x	x	-0.7%	2.7	2.8	19.0	0.3	699	i	47.3	i	-5.2
O=C(N/N=C/c1ccc(O)cc1)c1cc[n+](Cc2ccccc2)cc1	-0.47	-0.255	-0.276	-0.0701	-0.24	1565	-0.5%	-1.7	1139	1.3%	2.7	3.6	5.4	5.4	697	i	36.2	i	9.7
COc1ccccc1NC(=O)c1nn(-c2ccc(OC(F)(F)F)cc2)ccc1=O	-0.0202	-0.236	-0.556	0.183	-0.95	1717	-14.7%	-2.8	1130	-1.5%	1.7	4.1	0.3	1.8	656	i	11.8	i	-0.4
O=c1cc(CSc2nnnn2-c2ccccc2)nc2sccn12	-0.0564	-0.226	-0.606	0.488	-0.21	1401	-8.0%	4.2	919	0.0%	3.6	2.3	5.3	2.5	675	i	32.0	i	0.3
Cc1ccc(Nc2ccc3nonc3c2[N+](=O)[O-])cc1	-1.3	-0.197	-0.831	0.826	0.29	1190	7.2%	1.7	1103	-1.0%	1.3	2.4	8.2	4.9	778	i	46.2	i	0.5
